HRas wt GTP – modulators of GTP binding to human HRas wildtype; GST-Ras wt beads, Bodipy-FL-GTP binding, flow cytometry; actives lie on both sides; GTP binding activity, % at 10 µM; hit rate 0.14% among 190,000; P01112; AID 759;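 active = GTP binding activity at least 20% away from the 100% baseline, either lowered as inhibitor or raised as activator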;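 also: 0% = unlabeled GTP competition control and 100% = no-compound control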
Rac1 act GTP bind – human Rac1 activated mutant GTP binding change; hit rate 0.11% among 190,000; P63000; GST-Rac1 activated beads, fluorescent GTP binding, flow cytometry; actives lie on both sides; 100% means binding = to untreated wells; AID 764; percent activity (GTP binding), % at 10 µM;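 active = GTP binding at least 20 percentage points away from the 100% baseline, in either direction, so actives lie on both sides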
ABCG2 inh – human ABCG2 inhibition, ABCB1 as counter-screen; Q9UNQ0; IgMXP3 cells, JC-1 efflux, flow cytometry; inhibition, % at 6.6 µM; hit rate 0.1% among 190,000;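 active = inhibition above 80%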;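 also: 0% = DMSO and 100% = nicardipine control wells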
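Test system: IgMXP3 (ABCG2) plus far-red-tagged CCRF-Adr (ABCB1) cells / Amount: 3 million cells/mL in well / Reagent: JC-1 transporter substrate / Timing: 10 min compound exposure, 25 °C / Signal: flow cytometry, 530 nm JC-1 signal / Read-out: percent efflux inhibition, scaled nicardipine 100% to DMSO 0% / Benchmarks: nicardipine as high control, DMSO as low control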
Avidin fluor – avidin bead compound fluorescence profile | Avidin beads, compound fluorescence 488/530 nm, flow cytometry; active compounds read high | fluorescence (KMESF) at 10 µM | hit rate 0.38% among 220,000 | AID 1775; in the data active = fluorescence above about 47; also: inactives centre near 10
Cdc42 wt – changes GTP binding to wildtype human Cdc42 | P60953 | GST-Cdc42 beads, Bodipy-GTP binding, flow cytometry; actives lie on both sides | percent activity (GTP binding), % at 10 µM | hit rate 0.2% among 190,000;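 active = percent activity GTP binding at least 20 points away from the 100% baseline, either down as inhibitor or up as activator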;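 also: median bead fluorescence of bound Bodipy-FL-GTP at 100 nM; 0% = excess unlabeled GTP control and 100% = no compound control; below 100% means less GTP binding so inhibitor and above means activator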
Rab2A wt mod – changes GTP binding to wildtype dog Rab2A, up or down. P61105. AID 760. GST-Rab2 wt beads, Bodipy-GTP binding, flow cytometry. hit rate 0.19% among 190,000. GTP binding activity, % at 10 µM;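 active = GTP binding activity at least 20 points away from 100%, either lowered or raised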;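 also: 0% = beads with excess unlabeled GTP and 100% = no-compound control corrected for plate trend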
ABCB1 block – blocks JC-1 efflux by human ABCB1 transporter; inhibition, % at 6.6 µM; hit rate 0.067% among 190,000; P08183; CCRF-Adr cells, flow cytometry; in the data active = inhibition above about 40%;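 also: 0% = vehicle and 100% = reference inhibitor; higher value means more JC-1 retained so stronger ABCB1 efflux block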
Target sequence (P08183 whole entry, looked up): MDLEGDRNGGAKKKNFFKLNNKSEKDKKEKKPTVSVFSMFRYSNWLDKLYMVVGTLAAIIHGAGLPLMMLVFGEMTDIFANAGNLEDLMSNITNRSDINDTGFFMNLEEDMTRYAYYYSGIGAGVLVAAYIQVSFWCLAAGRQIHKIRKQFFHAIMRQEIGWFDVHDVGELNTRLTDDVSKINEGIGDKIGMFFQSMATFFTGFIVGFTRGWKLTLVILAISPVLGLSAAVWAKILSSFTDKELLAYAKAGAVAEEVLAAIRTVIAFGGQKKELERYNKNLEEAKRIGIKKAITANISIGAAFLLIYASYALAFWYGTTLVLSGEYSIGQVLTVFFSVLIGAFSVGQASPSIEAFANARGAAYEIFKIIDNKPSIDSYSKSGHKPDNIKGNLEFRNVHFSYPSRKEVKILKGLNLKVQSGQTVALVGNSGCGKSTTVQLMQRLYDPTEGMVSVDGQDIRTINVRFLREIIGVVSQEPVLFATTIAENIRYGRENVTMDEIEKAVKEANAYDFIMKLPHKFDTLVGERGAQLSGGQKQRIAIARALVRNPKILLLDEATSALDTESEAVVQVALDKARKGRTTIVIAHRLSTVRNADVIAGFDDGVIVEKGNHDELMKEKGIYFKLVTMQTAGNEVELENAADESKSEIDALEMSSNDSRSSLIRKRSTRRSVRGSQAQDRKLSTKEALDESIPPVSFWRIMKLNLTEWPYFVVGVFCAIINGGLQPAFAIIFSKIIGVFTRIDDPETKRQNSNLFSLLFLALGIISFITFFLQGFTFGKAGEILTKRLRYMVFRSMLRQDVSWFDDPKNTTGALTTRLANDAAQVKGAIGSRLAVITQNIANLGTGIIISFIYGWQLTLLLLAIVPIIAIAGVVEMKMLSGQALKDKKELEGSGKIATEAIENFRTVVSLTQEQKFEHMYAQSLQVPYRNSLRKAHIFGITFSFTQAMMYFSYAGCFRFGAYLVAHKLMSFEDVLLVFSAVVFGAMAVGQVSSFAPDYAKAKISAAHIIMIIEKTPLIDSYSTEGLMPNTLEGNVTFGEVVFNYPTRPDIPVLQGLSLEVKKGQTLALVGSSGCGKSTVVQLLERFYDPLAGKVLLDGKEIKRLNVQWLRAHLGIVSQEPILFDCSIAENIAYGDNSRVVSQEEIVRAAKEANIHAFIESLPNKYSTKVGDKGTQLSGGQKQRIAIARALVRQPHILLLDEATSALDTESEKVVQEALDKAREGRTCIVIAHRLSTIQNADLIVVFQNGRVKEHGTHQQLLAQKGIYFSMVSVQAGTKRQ
Rac1 wt GTP bind – modulators of human Rac1 wildtype GTP binding; AID 757; GTP binding activity (% of control), % at 10 µM; GST-Rac1 beads, fluorescent GTP binding, flow cytometry; actives lie on both sides; 0 = cold GTP competed, 100 = untreated; hit rate 0.27% among 190,000;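 active = GTP binding activity at least 20 points away from the 100% control level, either lower or higher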
Pf gamet viab – kills late stage P. falciparum gametocytes. P. falciparum stage V gametocytes, ATP luminescence, 24 h. inhibition, % at 10.9 µM. hit rate 0.065% among 150,000;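 active = inhibition above the mean plus 3 SD of compounds within the control limits, set per campaign, cut at about 38% in these data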;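 also: 0% = DMSO wells and 100% = medium only without gametocytes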
Mcl1-Noxa inh – Mcl-1/Noxa interaction inhibition | TR-FRET Mcl-1/Noxa peptide binding, 2 h | hit rate 1.5% among 220,000 | inhibition, % at 21.7 µM | Q07820;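 active = compounds that cut the protein-peptide binding signal by more than 50% relative to plate controls in a single-dose test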;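 also: His-tagged Mcl-1 with rhodamine Noxa BH3 peptide and terbium anti-His antibody; 0% = Mcl-1 plus Noxa peptide wells and 100% = peptide-only wells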
Rab7 wt GTP bind – alters GTP binding to wildtype dog Rab7; hit rate 0.055% among 190,000; GST-Rab7 beads, fluorescent GTP binding, flow cytometry; actives lie on both sides; untreated = 100%, excess cold GTP = 0%; GTP binding activity (percent of control), % at 10 µM;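 active = fluorescent GTP binding to Rab7 beads changed by at least 20 points from the 100% baseline, either direction, mostly lower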;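 also: median green fluorescence of bound Bodipy-FL-GTP per Rab7 bead population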
Starred values were filed as active, the others as inactive; nt = not tested or not shown.

SMILES	HRas wt GTP	Rac1 act GTP bind	ABCG2 inh	Avidin fluor	Cdc42 wt	Rab2A wt mod	ABCB1 block	Rac1 wt GTP bind	Pf gamet viab	Mcl1-Noxa inh	Rab7 wt GTP bind
CCOC(=O)c1sc(C)c2c1NC(C)(c1ccccc1)NC2=O (stereo not given)	99	99	6	9	100	102	1.0	104	3	5	97
CC(=O)c1c(C)[nH]c(C(=O)OCC(=O)Nc2ccc([N+](=O)[O-])cc2Cl)c1C	101	103	nt	7	104	100	1.8	106	27	15	103
CCCCCCCCCOC(=O)C(CC(=O)O)N1CCOCC1 (stereo not given)	99	97	1	7	101	96	0.1	99	nt	14	98
CC(O)(CS(=O)(=O)Cc1ccccc1Cl)C(=O)Nc1cccc(C(F)(F)F)c1 (stereo not given)	101	97	-1	11	94	99	0.0	106	nt	5	100
CN(C)/C=C/C(=O)c1ccc(Oc2ncccn2)cc1	96	95	-2	10	96	97	0.3	97	0	9	99
CCN(CC)CCOC(=O)C12CC3CC(CC(C3)C1)C2	96	99	-2	9	99	99	-0.6	98	nt	3	96
N=C1C(c2nc(-c3ccc(Cl)cc3)cs2)=C(O)CN1CCCN1CCOCC1	97	96	9	7	98	96	0.7	96	nt	28	96
CN(CC(=O)NCc1ccccc1Cl)CC(=O)Nc1cccc(F)c1	100	95	6	11	99	102	0.3	103	-1	7	109
Clc1ccc(OCCSc2ncccn2)c2ccccc12	94	92	1	38	94	91	0.1	96	-14	12	92
Cc1[nH]c2ccccc2c1C(=O)NS(=O)(=O)Nc1ccccc1	93	92	0	10	93	96	-0.2	95	nt	1	93
O=C(COC(=O)C1CCN(S(=O)(=O)c2ccccc2)CC1)NC(=O)c1ccc(OC(F)F)cc1	98	98	10	15	103	98	-0.3	103	5	11	100
CCOc1c(Cl)cc(C2NC(=O)NC(C)=C2C(=O)NCc2ccccc2)cc1OC (stereo not given)	97	100	4	14	103	101	-2.1	102	17	14	101
O=C(C/C=N\O)Nc1ccc(Oc2ccccc2)cc1	94	92	0	11	92	91	0.1	96	12	6	94
Cc1ccc(NC(=O)NC(=O)CSc2nnc(-c3ccc(OC(F)F)cc3)n2N)c(C)c1	102	100	5	12	100	99	0.4	103	-1	15	98
NC(=O)COc1ccc(-c2noc(COc3ccccc3[N+](=O)[O-])n2)cc1	94	98	3	27	96	96	0.2	96	8	3	94
Cc1ccc(NC(=O)[C@@H](NC(=O)c2cccc(S(=O)(=O)N3CCOCC3)c2)C(C)C)cc1C	102	100	19	11	101	101	0.4	103	-5	16	103
COc1ccc2[nH]c(=O)c(-c3noc(-c4ccc(F)cc4)n3)cc2c1	101	98	-1	28	102	100	-0.3	100	3	-5	98
Cc1ccc(S(=O)(=O)N2C(=O)CCC2C(=O)NCc2ccco2)cc1 (stereo not given)	97	94	0	18	95	96	0.0	94	1	19	93
COc1ccc(Nc2cc(=O)n(C3CCCCC3)c(=O)[nH]2)c(OC)c1	103	101	15	10	105	99	1.6	108	nt	7	99
CSc1c(SCc2ccccc2)cnn(-c2ccccc2)c1=O	100	99	0	11	101	102	-0.1	104	2	-5	104
O=C(CCCc1c[nH]c2ccccc12)N1CCOCC1	99	99	0	9	97	99	-0.1	100	nt	16	99
Cc1ccc(C2OCC3(CO)COC(c4ccc(C)cc4)N23)cc1 (stereo not given)	98	99	1	5	99	99	0.2	99	nt	-3	97
COC(=O)CC1=NN(c2nc3ccccc3s2)C(=O)/C1=C/N(C)C	99	95	0	7	99	103	-0.7	101	-6	13	102
O=C(c1cc(COc2ccc3ncccc3c2)on1)N1CCC(O)CC1	93	92	16	10	92	96	-0.3	92	-2	14	99

Rewritten as comma-separated lines: part of the list above.
structure,HRas wt GTP,Rac1 act GTP bind,ABCG2 inh,Avidin fluor,Cdc42 wt,Rab2A wt mod,ABCB1 block,Rac1 wt GTP bind,Pf gamet viab,Mcl1-Noxa inh,Rab7 wt GTP bind
CN(C)/C=C/C(=O)c1ccc(Oc2ncccn2)cc1,96,95,-2,10,96,97,0.3,97,0,9,99
CCN(CC)CCOC(=O)C12CC3CC(CC(C3)C1)C2,96,99,-2,9,99,99,-0.6,98,nt,3,96
N=C1C(c2nc(-c3ccc(Cl)cc3)cs2)=C(O)CN1CCCN1CCOCC1,97,96,9,7,98,96,0.7,96,nt,28,96

More compounds:
SMILES	HRas wt GTP	Rac1 act GTP bind	ABCG2 inh	Avidin fluor	Cdc42 wt	Rab2A wt mod	ABCB1 block	Rac1 wt GTP bind	Pf gamet viab	Mcl1-Noxa inh	Rab7 wt GTP bind
CCOP(=O)(OCC)c1nc(-c2ccccc2Cl)oc1N1CCOCC1	99	99	0	21	97	98	0.3	100	nt	5	98
COc1ccc(C(C)=O)cc1CN1C(=O)NC2(CCCCCCC2)C1=O	95	98	0	11	96	97	0.1	99	9	2	97
CCc1nnc(NC(=O)CSc2ccc(-c3nc4ccc(C)cc4[nH]3)cn2)s1	94	96	0	11	98	95	-0.1	97	4	58*	95
CCN(C(=O)CN1CCOCC1)C1(C)C(=O)c2ccccc2C1=O	98	100	3	5	98	95	1.1	104	-17	22	99
O=C(O)c1cccc(S(=O)(=O)NCCC(c2ccccc2)c2ccccc2)c1	95	90	-1	12	90	95	-0.3	95	7	7	101
O=C(O)c1cccc(NC(=S)NC(=O)C(c2ccccc2)c2ccccc2)c1	99	96	0	10	99	99	-0.7	103	-12	-18	103
COc1ccc(-c2nn(-c3ccccc3)cc2C(=O)N2c3ccc(C)cc3C3CN(C)CCC32)cc1 (stereo not given)	98	98	1	10	101	100	5.7	99	3	13	99
CC(C)(C)[Si](OCC[C@@H]1C[C@@]1(C)[C@@H](NP(=O)(c1ccccc1)c1ccccc1)c1ccccc1)(c1ccccc1)c1ccccc1	106	101	5	11	99	101	0.1	108	nt	-6	104
CCn1c(SCC(=O)NCc2ccco2)nnc1-c1cccs1	94	92	2	14	95	91	0.8	94	-9	20	90
COc1ccc(O)c(-c2cc(-c3ccccc3[N+](=O)[O-])[nH]n2)c1	98	100	16	16	97	99	0.7	98	2	21	95
Cc1ccc(-c2nnn(CCC(=O)Nc3ccc4c(c3)OCO4)n2)cc1	100	99	23	11	102	99	-0.3	105	nt	-8	101
COc1ccccc1CNC(=O)c1cccc(NC(=O)c2ccccc2)c1	96	94	12	15	97	98	1.7	94	17	8	102

For convenience, 3 of the compounds above.
SMILES	HRas wt GTP	Rac1 act GTP bind	ABCG2 inh	Avidin fluor	Cdc42 wt	Rab2A wt mod	ABCB1 block	Rac1 wt GTP bind	Pf gamet viab	Mcl1-Noxa inh	Rab7 wt GTP bind
CCOC(=O)c1sc(C)c2c1NC(C)(c1ccccc1)NC2=O (stereo not given)	99	99	6	9	100	102	1.0	104	3	5	97
CC(=O)c1c(C)[nH]c(C(=O)OCC(=O)Nc2ccc([N+](=O)[O-])cc2Cl)c1C	101	103	nt	7	104	100	1.8	106	27	15	103
CCCCCCCCCOC(=O)C(CC(=O)O)N1CCOCC1 (stereo not given)	99	97	1	7	101	96	0.1	99	nt	14	98

Only Avidin fluor and Pf gamet viab, for some of the entries so far:
compound	Avidin fluor	Pf gamet viab
O=C(O)c1cccc(S(=O)(=O)NCCC(c2ccccc2)c2ccccc2)c1	12	7
COc1ccc(-c2nn(-c3ccccc3)cc2C(=O)N2c3ccc(C)cc3C3CN(C)CCC32)cc1 (stereo not given)	10	3

Other results.
SMILES	HRas wt GTP	Rac1 act GTP bind	ABCG2 inh	Avidin fluor	Cdc42 wt	Rab2A wt mod	ABCB1 block	Rac1 wt GTP bind	Pf gamet viab	Mcl1-Noxa inh	Rab7 wt GTP bind
Cc1ccccc1C(=O)Nc1ccc(Cl)cn1	102	100	4	37	102	103	0.7	100	0	12	106
CN1C(=O)S/C(=C\c2ccc(-n3cncn3)cc2)C1=O	97	92	14	6	98	96	1.0	98	-17	17	105
CC1=N/C(=C/c2ccco2)C(=O)O1	95	95	-4	5	95	97	-1.0	96	-3	27	101
C=CCN1C(=O)/C(=C2/Sc3ccc(OC)cc3N2C)SC1=Nc1ccc(OC)cc1	100	96	2	16	100	97	0.3	98	-20	6	97
COc1ccc(OC)c2c(C)cc(N3CCN(C(=O)c4ccc(C)cc4)CC3)nc12	95	92	10	5	94	93	3.6	96	nt	19	96
O=C(O)Cc1ccc(-n2cccc2)cc1	100	99	2	23	97	98	0.8	100	nt	31	103
COc1ccccc1NC(=O)CC1C(=O)Nc2ccccc2N1C(=O)c1ccccc1 (stereo not given)	97	96	1	6	94	97	0.4	95	nt	14	106
O=C1c2ccccc2S(=O)(=O)N1Cc1cccc(S(=O)(=O)N2CCOCC2)c1	101	99	0	7	101	101	0.1	104	nt	-3	98
COc1ccccc1C(=O)Nc1ccc2c(c1)nc1n2CCSC1	101	101	0	13	105	101	0.1	105	-18	11	101
Cc1ccc(NC(=O)NC2CCCCC2)c(C)c1	99	97	7	14	97	96	0.2	99	6	10	102
NS(=O)(=O)c1ccc(NC(=S)Nc2ccc(OCc3ccccc3)cc2)cc1	99	95	-2	4	98	97	-0.8	99	-15	-2	104
CCCCCCCCOC(=O)C1=C(C)Nc2nnnn2C1c1cccs1 (stereo not given)	103	101	2	7	100	103	0.3	101	-13	16	98

Entries of single compounds from above. Order of screens: HRas wt GTP	Rac1 act GTP bind	ABCG2 inh	Avidin fluor	Cdc42 wt	Rab2A wt mod	ABCB1 block	Rac1 wt GTP bind	Pf gamet viab	Mcl1-Noxa inh	Rab7 wt GTP bind
`O=C(COC(=O)C1CCN(S(=O)(=O)c2ccccc2)CC1)NC(=O)c1ccc(OC(F)F)cc1` reads 98	98	10	15	103	98	-0.3	103	5	11	100
`CC(O)(CS(=O)(=O)Cc1ccccc1Cl)C(=O)Nc1cccc(C(F)(F)F)c1` (stereo not given) reads 101	97	-1	11	94	99	0.0	106	nt	5	100

Later entries:
SMILES	HRas wt GTP	Rac1 act GTP bind	ABCG2 inh	Avidin fluor	Cdc42 wt	Rab2A wt mod	ABCB1 block	Rac1 wt GTP bind	Pf gamet viab	Mcl1-Noxa inh	Rab7 wt GTP bind
O=[N+]([O-])c1ccc(N2CCN(Cc3ccccc3)CC2)nc1	94	96	-2	23	98	98	-0.5	96	-22	29	95
CC(=O)c1c(C)[nH]c(C(=O)COC(=O)c2ccc3c(=O)n4c(nc3c2)CCC4)c1C	101	102	7	10	108	98	0.0	104	-15	-1	96
COc1ccc(CCNS(=O)(=O)c2c(N)n(C)c(=O)n(C)c2=O)cc1OC	105	101	-1	15	107	106	0.2	111	-7	4	106
CC(=O)c1ccc(NC(=O)c2ccc(C)c(Br)c2)cc1	95	96	5	7	93	96	0.5	94	nt	-6	98

Compounds were not picked by outcome; overall some 2.3% were active at least once.
